From PubChem
TEAD-YAP block: TEAD-YAP interaction inhibition, primary screen, TEAD-YAP interaction inhibitor project, luminescence, HEK-TIYL cells; actives 1.4% (n = 640,000); AID 1259422, 2018; TEAD-Gal4/YAP UAS-luciferase luminescence; inhibition, % at 9.12 µM; in the data active = inhibition above about 32%;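 note: 0% = median of test compound wells and 100% = reference inhibitor wells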
FBW7 act: FBW7 E3 ligase activators, primary screen, biochemical, AlphaScreen, human | AlphaScreen FBW7–phospho-cyclin E peptide binding, activator screen | normalized activity (activation), % at 26.1 µM | actives 0.13% (n = 650,000) | F-box/WD repeat-containing protein 7 (Homo sapiens), Q969H0 | AID 1259310, 2017; in the data active = normalized activity above about 1.9%;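 note: purified mutant Fbw7 with reduced substrate affinity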
MITF inh: MITF inhibitors, primary screen, biochemical, AlphaScreen, human. inhibition, % at 2.6 µM. AID 1259374, 2018. AlphaScreen MITF homodimerization, bead proximity signal. actives 0.91% (n = 650,000). Microphthalmia-associated transcription factor (Homo sapiens), O75030; in the data active = inhibition above about 50%;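 note: 0% = vehicle wells with protein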
Target sequence (O75030 whole entry, looked up): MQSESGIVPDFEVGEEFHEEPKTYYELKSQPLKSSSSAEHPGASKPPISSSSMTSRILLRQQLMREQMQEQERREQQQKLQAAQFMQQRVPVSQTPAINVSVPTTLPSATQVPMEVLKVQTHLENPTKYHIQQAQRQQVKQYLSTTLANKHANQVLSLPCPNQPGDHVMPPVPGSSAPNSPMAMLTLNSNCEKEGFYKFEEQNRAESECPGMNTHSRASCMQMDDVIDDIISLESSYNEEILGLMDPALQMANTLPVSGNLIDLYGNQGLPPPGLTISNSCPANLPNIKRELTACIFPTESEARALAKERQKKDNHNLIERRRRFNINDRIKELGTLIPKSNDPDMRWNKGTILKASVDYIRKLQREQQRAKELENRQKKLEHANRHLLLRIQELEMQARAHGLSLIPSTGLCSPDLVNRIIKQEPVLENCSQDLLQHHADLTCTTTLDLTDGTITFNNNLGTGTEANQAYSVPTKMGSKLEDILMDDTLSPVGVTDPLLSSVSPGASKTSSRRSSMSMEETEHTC
GPR151 ag: activators of human GPR151, primary screen, cell-based, PathHunter beta-arrestin, luminescence. activation, % at 11.2 µM. actives 1% (n = 650,000). PathHunter beta-arrestin GPR151 cells; in the data active = activation above about 4.9%;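 note: 0% = median of compound wells and 100% = cells with positive control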
Target sequence (Q8TDV0 whole entry, looked up): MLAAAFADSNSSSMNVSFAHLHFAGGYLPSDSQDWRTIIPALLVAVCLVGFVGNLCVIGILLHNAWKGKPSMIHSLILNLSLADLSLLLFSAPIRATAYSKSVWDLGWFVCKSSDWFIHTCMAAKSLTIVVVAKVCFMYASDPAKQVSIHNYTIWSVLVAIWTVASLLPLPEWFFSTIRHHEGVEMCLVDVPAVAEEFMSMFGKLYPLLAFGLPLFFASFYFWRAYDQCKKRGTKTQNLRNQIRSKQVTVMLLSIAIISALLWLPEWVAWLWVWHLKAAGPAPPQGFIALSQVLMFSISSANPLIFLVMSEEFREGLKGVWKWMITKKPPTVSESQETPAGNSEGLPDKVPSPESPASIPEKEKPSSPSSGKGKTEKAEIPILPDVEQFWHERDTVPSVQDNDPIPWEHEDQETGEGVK
Active calls of the source: *.

SMILES | TEAD-YAP block | FBW7 act | MITF inh | GPR151 ag
OC1CCN(Cc2ccn(-c3ccnc(Nc4ccc(N5CCOCC5)cc4)c3)n2)CC1 | -8 | 0.4 | 13 | 0.8
CN(Cc1ccsc1)C(=O)C1CCN(c2cccc3c2C(=O)N(C2CC2)C3=O)CC1 | -11 | 0.1 | -7 | -0.8
O=C(/C=C/c1cccc(Cl)c1)C1C(=O)COC1=O (stereo not given) | 5 | -0.1 | 5 | 0.9
CCn1c(CC(C)(C)C)nc2ccccc21 | -15 | 0.9 | 11 | 2.5
CCOC(=O)CNC(=O)N1CC(C)Sc2ccccc21 (stereo not given) | 7 | -0.1 | 3 | 1.9
CCCCNC(=O)C1C(=O)CN(c2ccccc2)C1=O (stereo not given) | 7 | 0.1 | 12 | 0.8
O=S(=O)(c1ccc(Cl)cc1)N(CC(O)Cn1c2ccccc2c2ccccc21)c1ccccc1 (stereo not given) | 2 | 0.3 | -5 | 0.1
CCOc1ccc2[nH]c(=O)c(CN(Cc3ccco3)C(=O)N3CCOCC3)cc2c1 | 0 | 0.0 | 8 | 0.0
O=C(Cc1ccc(Cl)c(Cl)c1)N1CCC(O)(c2ccccn2)CC1 | 0 | 0.2 | 11 | -0.5
CCN(CC)CCNC(=O)Cn1cnc2sc(C)cc2c1=O | 9 | 0.1 | 18 | 1.0
Cc1cc(Cl)ccc1OCC(=O)N1CCC2(CC1)CC2C(=O)NCCn1ccnc1 (stereo not given) | -2 | -0.1 | 1 | -0.4
Cc1ccc(S(=O)(=O)N2CCCC2)c([N+](=O)[O-])c1 | 0 | -0.1 | -4 | 0.7
Cc1cc(C)cc(Oc2coc3c(CN(CC(C)C)CC(C)C)c(O)ccc3c2=O)c1 | -2 | 0.1 | 13 | 1.2
O=C1Cc2cc(NC(=O)c3ccc(Br)cc3)ccc2N1 | -8 | -0.1 | 1 | 1.6
O=C(Cn1cnc2ccccc2c1=O)Nc1ccc(Oc2ccccc2)cc1 | 4 | 0.0 | 15 | -1.9
COc1cccc(C(=O)N2CCN(C(=O)COc3ccc(Cl)cc3)CC2)c1 | -1 | 0.1 | 8 | -0.2
CCCCCCCCCCn1c(N)nc2c1c(=O)[nH]c(=O)n2C | 9 | 0.0 | 1 | -0.3
CC(C)N(C(=O)c1ccc(C(=O)N(C(C)C)C(C)C)cc1)C(C)C | -2 | 0.0 | 22 | -2.1
CCOC(=O)C(=O)N1c2c(C)cccc2-c2c(ssc2=S)C1(C)C | -6 | -1.1 | 21 | 1.2
Cc1cc(Cl)ccc1NCC(=O)N/N=C/c1ccc(O)cc1O | 12 | -0.2 | 20 | 2.3
CC(C)CN(CC(C)C)S(=O)(=O)N1CCC(C(=O)NC(C)c2ccccc2)CC1 (stereo not given) | 1 | 0.2 | 5 | -0.3
CCCCN(CCCC)S(=O)(=O)c1ncn[nH]1 | -4 | -0.1 | 2 | 1.7
CNC(=O)C(=O)NCC1OCCN1S(=O)(=O)c1ccccc1 (stereo not given) | 2 | 0.0 | -12 | -2.1
Cc1nn(C)c(C)c1-c1nc2c(NCc3nc4ccccc4[nH]3)ncnc2n1C(C)C | 10 | 0.2 | 12 | 1.5
O=C(O)CP(=O)(c1ccccc1)c1ccccc1 | 5 | 0.0 | -2 | 1.4

Reprinted from the part before: 6 compounds, then new ones.
SMILES | TEAD-YAP block | FBW7 act | MITF inh | GPR151 ag
Cc1cc(Cl)ccc1NCC(=O)N/N=C/c1ccc(O)cc1O | 12 | -0.2 | 20 | 2.3
CC(C)CN(CC(C)C)S(=O)(=O)N1CCC(C(=O)NC(C)c2ccccc2)CC1 (stereo not given) | 1 | 0.2 | 5 | -0.3
CCCCN(CCCC)S(=O)(=O)c1ncn[nH]1 | -4 | -0.1 | 2 | 1.7
CNC(=O)C(=O)NCC1OCCN1S(=O)(=O)c1ccccc1 (stereo not given) | 2 | 0.0 | -12 | -2.1
Cc1nn(C)c(C)c1-c1nc2c(NCc3nc4ccccc4[nH]3)ncnc2n1C(C)C | 10 | 0.2 | 12 | 1.5
O=C(O)CP(=O)(c1ccccc1)c1ccccc1 | 5 | 0.0 | -2 | 1.4
Cc1ccc(-c2cc3c(nn2)-c2ccccc2C3=O)cc1 | 81* | 0.1 | 9 | -4.2
CCN1CCC(=O)N(CC)c2ccccc21 | -4 | 0.1 | -5 | 0.8
CC(C)(C)n1cc(NC(=O)C2CC(c3ccccc3[N+](=O)[O-])=NO2)cn1 (stereo not given) | -63 | 0.1 | 12 | 0.0
CCC(C)C(NC(=O)c1ccccc1NC(=O)c1ccccc1)C(=O)O (stereo not given) | 0 | 0.0 | -22 | -2.7
Cc1ccc2nc(SCC(=O)NC(C)(C)C)c(C#N)cc2c1 | -4 | 0.0 | -2 | -0.5
Cc1c(N)cc[n+](CC(=O)c2ccccc2)c1C | 6 | 0.1 | -2 | 0.7
COCCNC(=O)/C(C#N)=C/c1c(Oc2ccc(Cl)c(C)c2)nc2ccccn2c1=O | 8 | -0.1 | 10 | -6.2
CC1=C(C(=O)Nc2ccc(Cl)cc2)C(c2ccccc2)C(C#N)=C(SCC(=O)Nc2ccc3ccccc3c2)N1 (stereo not given) | 10 | 0.1 | -3 | -0.9
Cc1cc(C)n2nc(CC(=O)N3CC[C@@H](c4ccccc4)[C@H](O)C3)nc2n1 | -4 | -0.2 | -2 | -1.2
CCOc1cccc(C(=O)Nc2nnc(COc3ccc(Br)cc3)s2)c1 | 2 | 0.2 | 18 | 0.1
CCOC(=O)c1c(C)[nH]c(C)c1C(=O)COc1ccc2c(c1)OCO2 | 10 | 0.3 | 10 | -2.1
COc1ccc(C(=O)Nc2ccc3c4c(cccc24)CC3)cc1 | -47 | 0.2 | 11 | 0.7
COc1cccc(Cn2c3cc(C)sc3c3cnn(C)c(=O)c32)c1 | 6 | 0.0 | 21 | 1.4
CC/C(C)=N\NC(=O)c1ccc(C(=O)N/N=C(\C)CC)cc1 | -3 | 0.0 | 9 | 1.0
Cc1ccc(C)c(NC(=O)c2cnn3c(C)cc(C)nc23)c1 | 6 | -0.1 | 6 | -0.1
O=C(Oc1ccc(F)cc1)c1ccncc1 | 3 | 0.0 | 1 | 2.2
CC12c3ccccc3C(c3ccccc31)C1C(=O)N(c3cccc(C(F)(F)F)c3)C(=O)C12 (stereo not given) | 8 | 0.2 | 3 | 1.3
COc1ccccc1NC(=O)NN1CCN(C)CC1 | 10 | 0.3 | 18 | -0.6
CC1C2CCC/C(=C\c3ccccc3)C2OC2(O)CCCCC12 (stereo not given) | -3 | 0.1 | -3 | 0.8
Cc1cc2c(o1)c1cnn(CC(=O)NC3CCC3)c(=O)c1n2C(C)C | -7 | 0.1 | 6 | -0.2
COc1cc(CN2CCCC(CO)(Cc3ccccc3)C2)ccc1O (stereo not given) | -4 | 0.0 | 12 | 0.1
CC(C)(C)N(N)C(=S)Nc1cccc(Cl)c1 | 3 | 0.0 | -14 | 1.9
Cc1ccccc1NC(=O)CSc1nc(=O)n(CCN(C)C)c2c1CCCC2 | 1 | 0.0 | 11 | -0.2
COc1ccc(CNC(=O)CCn2c(=S)[nH]c3c([nH]c4ccc(OC)cc43)c2=O)cc1 | -1 | 0.1 | -16 | 0.4
O=C(c1ccc(Br)s1)N1CCN(c2ccccn2)CC1 | 0 | 0.7 | 26 | -1.8

Reformatted with each value named: entries from further up.
O=C(Oc1ccc(F)cc1)c1ccncc1
  TEAD-YAP block: 3; FBW7 act: 0.0; MITF inh: 1; GPR151 ag: 2.2
CC12c3ccccc3C(c3ccccc31)C1C(=O)N(c3cccc(C(F)(F)F)c3)C(=O)C12 (stereo not given)
  TEAD-YAP block: 8; FBW7 act: 0.2; MITF inh: 3; GPR151 ag: 1.3
COc1ccccc1NC(=O)NN1CCN(C)CC1
  TEAD-YAP block: 10; FBW7 act: 0.3; MITF inh: 18; GPR151 ag: -0.6
CC1C2CCC/C(=C\c3ccccc3)C2OC2(O)CCCCC12 (stereo not given)
  TEAD-YAP block: -3; FBW7 act: 0.1; MITF inh: -3; GPR151 ag: 0.8

(further entries)
SMILES | TEAD-YAP block | FBW7 act | MITF inh | GPR151 ag
N#Cc1c(-c2ccccc2)cc(-c2cccc([N+](=O)[O-])c2)c(C#N)c1N | 14 | 0.0 | -11 | 5.9*
CC(=O)c1ccc(NC(=O)c2ncn(-c3ccccc3)n2)cc1 | -27 | -0.2 | -13 | -0.6
Cc1ccnc(SCC(=O)Nc2ccc(F)c(Cl)c2)n1 | 7 | 0.1 | 1 | 1.5
Nc1nc(NCCOc2ccccc2)cc(-c2cccs2)n1 | 17 | 0.1 | 18 | -2.8
COc1ccc2c(c1)COC1(CCN(C(=O)NC(C)C)CC1)O2 | 5 | 0.9 | 28 | 0.6
CCN1CCCC1CNS(=O)(=O)c1ccc2c(c1)oc(=O)n2C (stereo not given) | -4 | 0.0 | 0 | -1.2
CCCCOc1ccc(C(=O)N/C(=C/c2ccccc2)C(N)=O)cc1 | -30 | -0.1 | -17 | 1.3
Cc1cccc(CSc2nnc(-c3c[nH]c4ccccc34)n2C)c1 | -9 | -0.1 | 4 | 1.0
CC(C)NC(=O)c1cccc(Nc2nccc(-c3ccc4nc(C5CC5)nc(N5CCCC5)c4c3)n2)c1 | -9 | -0.2 | 12 | 1.0
CC(C)(C)c1ccc(CSc2nc3c(c(-c4ccc(Cl)cc4)c2C#N)CCC3)cc1 | -9 | -0.1 | -8 | 0.4
CSC1=NSC2=NC(=O)/C(=C\c3cccs3)C(=N)N12 | -53 | -0.1 | 1 | 2.7
Cc1cc(C)n(CC(=O)N2CCC(C3(Cc4ccccc4Cl)NC(=O)NC3=O)CC2)n1 (stereo not given) | 2 | 0.1 | 11 | 1.1
CC(C)(C)n1nc2c(c1NC(=O)COc1ccc3ccccc3c1)CS(=O)C2 (stereo not given) | 6 | 0.2 | 7 | -0.7
CCOc1cc2c(cc1OCC)C(c1ccccc1OCC)NCC2 (stereo not given) | -9 | 0.0 | -14 | 0.3
CN(CC(=O)NC1CCCc2ccccc21)S(=O)(=O)c1ccc(Br)s1 (stereo not given) | 1 | -0.1 | 1 | 11*
COC(=O)C1=CN(CCc2ccc(Cl)cc2)C=C(C(=O)OC)C1c1cccs1 | -1 | 1.2 | -39 | -1.9
CC(=O)C(C)n1c(N2CCCCCC2)nc2c1c(=O)n(C)c(=O)n2C (stereo not given) | -6 | -0.1 | -7 | -0.6
COc1cc(Cl)cc(/C=N/NC(=O)c2cc(C)[nH]n2)c1O | 8 | 0.0 | 46 | 1.0
Cc1cccc(C)c1OCC(=O)NC1CC1 | -3 | 0.3 | 15 | 0.5
CCN(CC)S(=O)(=O)c1ccc(-c2csc(N3N=C(c4cccs4)CC3c3ccc(F)cc3)n2)cc1 (stereo not given) | 0 | 0.0 | 9 | -1.3
CCCCOc1c(Br)cc(C=C2C(=O)NC(=O)NC2=O)cc1OC | 3 | -0.2 | 17 | 1.5
Cc1ccc2c(c1)N(C(C)C(=O)NC1CC1)C(=O)CO2 (stereo not given) | 5 | 0.3 | 0 | 0.0
N#CC(C#N)=Cc1cn(CC(=O)Nc2ccc(F)cc2)c2ccccc12 | 14 | 0.0 | 2 | 0.6
CC(=O)NC1C(Oc2ccc(I)cc2)OC(CO)C(O)C1O (stereo not given) | -4 | 0.1 | -10 | 1.1
O=C(Cn1ncc2ccccc2c1=O)NNC(=S)NC1CC2C=CC1C2 (stereo not given) | 7 | -0.1 | -7 | -1.1

Other records:
SMILES | TEAD-YAP block | FBW7 act | MITF inh | GPR151 ag
Cc1ccc(C(=O)N/C(=C/c2ccc(Br)cc2)C(=O)NN)cc1 | 6 | 0.1 | 7 | 3.5
CSc1nnc2c(n1)OC(c1cccc(Oc3ccccc3)c1)N(C(C)=O)c1ccccc1-2 (stereo not given) | -3 | 0.0 | -4 | -0.7
COc1ccc(OCc2nc(C#N)c(NCc3cccnc3)o2)cc1 | -2 | 0.5 | 15 | -0.8
NC(=O)c1ccsc1NC(=O)CSc1nnc(Nc2ccccc2)s1 | -5 | 0.0 | -1 | -3.0
COC(=O)c1ccc(Sc2ncc(-c3ccccc3)[nH]2)c([N+](=O)[O-])c1 | 2 | -0.2 | 4 | -0.8
COc1ccc(CC(=O)Nc2c3c(nn2-c2ccc(Cl)cc2)CSC3)cc1 | 6 | 0.6 | -2 | 0.1
Cc1nc2ccccc2c2oc(C(=O)N3CCCCC3)cc12 | -9 | -0.1 | 12 | 1.1
N#Cc1cc2c(=O)n3ccccc3nc2n(Cc2ccccc2)c1=N | 1 | 0.0 | 4 | 1.3
O=C(c1cnn2cc(Br)cnc12)N1CCN(c2ccccc2)CC1 | -1 | -0.1 | -10 | 2.1
O=C(CSc1ncn(-c2ccccc2)n1)Nc1ccc([N+](=O)[O-])cc1O | 28 | -0.3 | -11 | -0.8
c1ccc(CN2CCOC(CNc3nc(-c4cccnc4)nc4ccccc34)C2)cc1 (stereo not given) | 0 | -0.1 | -10 | -0.8
CS(=O)(=O)N(CC(=O)Nc1ccc(F)cc1F)c1ccc(F)cc1 | -1 | 0.1 | 13 | 7.9*
Cc1ccc(-n2nnnc2SCCNS(=O)(=O)c2ccccc2)cc1C | 9 | -0.1 | 14 | 0.5
O=C(c1cc(Cl)ccc1Cl)N1CCc2ccccc2C1 | 14 | 0.0 | 12 | -1.0
Cc1oc(C)c(C(=O)NCCCC(=O)O)c1C(=O)NCCCC(=O)O | 2 | 0.0 | 11 | 1.1
